PLK1 PBD inh = inhibitors of human PLK1 polo-box domain binding | P53350 | AID 720504 | Potency, µM, inactives show max response, negative = inhibition, most hits filed as inhibitors | 360,000 compounds, 2.8% hits | Plk1 PBD binding of FITC phosphopeptide, fluorescence polarization; also: potency is read from the fitted curve at half-maximal effect; series mostly up to about 57 µM; % is scaled to controls: 0 for no effect and ±100 for the full control effect; nearly all actives have a fitted effect of over 65% in size
D3 ag = D3 dopamine receptor (human) agonism | D3R DiscoveRx beta-arrestin cells, luminescence, 90 min | max activation, % | 410,000 compounds, 0.58% hits | AID 652048; in the data active = max activation above about 30%; also: 0% is about no effect; mostly tested at two doses, the higher about 12 µM
Target sequence (P35462 whole entry, looked up): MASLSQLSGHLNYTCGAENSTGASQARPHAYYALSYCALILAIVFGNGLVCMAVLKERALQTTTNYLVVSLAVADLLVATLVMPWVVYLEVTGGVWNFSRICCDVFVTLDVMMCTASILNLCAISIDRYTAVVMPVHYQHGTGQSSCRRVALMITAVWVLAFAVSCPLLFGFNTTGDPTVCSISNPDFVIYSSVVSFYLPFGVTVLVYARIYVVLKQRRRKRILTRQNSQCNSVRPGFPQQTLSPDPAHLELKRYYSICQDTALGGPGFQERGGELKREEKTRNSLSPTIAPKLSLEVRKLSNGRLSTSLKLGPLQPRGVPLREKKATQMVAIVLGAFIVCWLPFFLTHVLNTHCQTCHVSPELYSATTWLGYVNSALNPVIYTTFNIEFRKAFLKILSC
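Agonist-mode cell screen: cells plated at 1500/well and incubated overnight at 37 °C, then exposed to library compounds for 90 min at 37 °C. Detection reagent was added for 30–60 min at room temperature, and luminescence was read.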
GLP1R cytotox = cytotoxicity counter-screen for GLP-1 receptor inverse agonists; HEK293 cAMP-luciferase reporter cells, luminescence, 24 h; AID 624418; 410,000 compounds, 0.13% hits; Potency, µM (top dose mostly 38.3 µM), for inactives: top-dose activity change, negative = inhibition, usual class: inhibitors;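 also: loss of luciferase light is scored as toxicity; potency is read from the fitted curve at half-maximal effect; % is scaled to controls: 0 for no effect and ±100 for the full control effect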
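Quantitative HTS format, 1536 wells, 200 cells/uL seeded. Compounds: 23 nL, 24 h, 37 °C. Detection: luciferase reagent, luminescence at 12 min RT; decreased signal taken as cytotoxic.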
GLP1R ag = GLP-1 receptor (human) agonism. Potency, µM (highest dose often 45.6 µM), for the others: at the top dose activation, hits mostly activators. P43220. 380,000 compounds, 0.007% hits. HEK293 GLP-1R CRE-luciferase, luminescence, 4-6 h; cells express a hypersensitive GLP-1R form; also: potency is read from the fitted curve at half-maximal effect; % of control where 0% means no effect
IL-2 act = activates IL-2 in a cell-based reporter assay. IL-2 activation reporter assay, cell-based qHTS; stimulated with anti-CD3/CD4/CD28 beads; in transgenic mouse T cells. activation, % (series mostly up to about 46 µM). 360,000 compounds, 0.065% hits; in the data active = activation above about 50%; inconclusive = mostly about 30% to 49%; also: 0% is about no effect
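Quantitative HTS in unstimulated transgenic mouse T cells, with memory T cells as non-tolerant control and PMA/ionomycin as tolerance-bypass control. Compound pretreatment lasted 60 minutes before 18 h bead stimulation; EGFP/DsRed fluorescence read.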
PI5P4Ka inh = blocks human PI5P4K alpha kinase activity; P48426; PI5P4Kalpha enzyme, ADP-Glo luminescence, 60 min; stronger effect = lower value; max response, %; 330,000 compounds, 1.2% hits; active = max response of -50% or lower; inconclusive = between -30% and -50%; inactive = -30% or higher; also: value at the top dose of about 77 µM; % is scaled to controls: 0 for no effect and ±100 for the full control effect
Target sequence (P48426 whole entry, looked up): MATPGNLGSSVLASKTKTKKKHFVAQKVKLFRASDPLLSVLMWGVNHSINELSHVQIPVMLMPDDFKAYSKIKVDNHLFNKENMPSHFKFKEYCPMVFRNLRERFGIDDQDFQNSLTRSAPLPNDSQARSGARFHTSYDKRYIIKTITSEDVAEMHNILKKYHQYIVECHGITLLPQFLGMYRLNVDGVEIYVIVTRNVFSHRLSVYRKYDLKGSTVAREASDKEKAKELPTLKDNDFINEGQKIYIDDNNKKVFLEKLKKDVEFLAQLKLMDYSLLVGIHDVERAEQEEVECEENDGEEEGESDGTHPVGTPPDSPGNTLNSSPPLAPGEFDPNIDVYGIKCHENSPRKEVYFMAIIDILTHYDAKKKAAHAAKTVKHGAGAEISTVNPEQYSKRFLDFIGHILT
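Compounds were pin-transferred onto PI5P4Kalpha and substrate in HEPES pH 7.4 buffer with EGTA, CHAPS and 5% DMSO. ATP (5 microM final) started the reaction, which ran 60 minutes at room temperature before ADP-Glo detection.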
WRN helicase inh = blocks human WRN helicase; Q14191; WRN helicase unwinding, fluorescent forked duplex, kinetic; Potency, µM (titrated, usually from 114 µM), inactives show at the highest dose activity change, negative = inhibition, most hits filed as inhibitors; 360,000 compounds, 0.46% hits; also: potency is read from the fitted curve at half-maximal effect; % is scaled to controls: 0 for no effect and ±100 for the full control effect; nearly all actives have a fitted effect of over 55% in size
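Fluorescence dequenching readout, ex 525 nm/em 598 nm, kinetic mode: forked duplex DNA (100 nM final) with adjacent fluorophore and quencher unwound by WRN (20 nM final) with 2 mM ATP. Compound preincubation 15 min, room temperature.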
GLP-1R inv ag = inverse agonists of human GLP-1 receptor | HEK293 GLP-1R CRE-luciferase, luminescence, 24 h; GLP-1R form is constitutively active | Potency, µM (series often up to 38.3 µM), for the others: top-dose activity change, negative = inhibition, most hits filed as inhibitors | 410,000 compounds, 1.6% hits; also: potency is read from the fitted curve at half-maximal effect; % is scaled to controls: 0 for no effect and ±100 for the full control effect; nearly all actives have a fitted effect of over 55% in size
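Luminescence readout: a drop in cAMP-driven luciferase signal flags inverse agonism at a constitutively active GLP-1R stably expressed in HEK293. Compound exposure lasted 24 hr at 37 deg C, 5% CO2.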
DRD3 antagonist = blocks the human D3 dopamine receptor; P35462; D3R cells, DiscoveRx beta-arrestin luminescence, antagonist mode; stronger effect = lower value; max response, negative = inhibition, %; 360,000 compounds, 2.5% hits; in the data active = max response below about -50%; inconclusive = no clear call, values can overlap the other calls; also: % is scaled to controls: 0 for no effect and ±100 for the full control effect; mostly tested at two doses, the higher about 12 µM
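Cells expressing the human receptor were seeded at 1500 cells/well, incubated overnight at 37 degrees C in 5% CO2, then exposed to library compounds with dopamine controls for 90 minutes at 37 degrees C before luminescent detection.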
Active calls of the source: *; ? = inconclusive; . = no result given; [ ] = remark or other dose. Unless noted, calls follow the shape of the dose curve; as a rule, active = well fitted curve in the direction sought with a large enough effect; inconclusive = small, poorly fitted or top-dose-only effect, or another doubt; inactive = no such curve, though single readings can be large; an effect the other way counts as inactive or inconclusive.

SMILES	PLK1 PBD inh	D3 ag	GLP1R cytotox	GLP1R ag	IL-2 act	PI5P4Ka inh	WRN helicase inh	GLP-1R inv ag	DRD3 antagonist
COc1ccc(NS(=O)(=O)c2cn(C)cn2)cc1	2%	15	6%	1%	0.1	-5	-8%	3%	3
CCN(CC)S(=O)(=O)c1cc(C(=O)N2CCc3ccccc32)ccc1Cl	-23%	-3	15%	14%	-0.1	2	-31%	?	-9
CC(C)c1ccc(NC(=O)CCN2C(=O)[C@@H]3Cc4ccccc4CN3C2=O)cc1	-5%	9	16%	-1%	-4.1	0	-5%	-11%	14
CNC(=S)NN=C(C)CCCC(C)=NNC(=S)NC	4%	3	1.8µM*	-4%	-5.5	17	3%	?	-1
COc1ccccc1C(=O)NNC(=O)c1ccccc1[N+](=O)[O-]	-6%	-5	-2%	-1%	0.6	2	-5%	17%	-5
CCN(CC(=O)Nc1ccc2c(c1)OCCO2)Cc1cc(=O)oc2cc(C)c(C)cc12	-6%	-2	-4%	6%	-2.2	.	-3%	0%	15
COc1cc(-c2cc(C(=O)N(C)Cc3ccccc3)c3ccccc3n2)cc(OC)c1OC	-7%	32*	-6%	15%	-2.8	7	-8%	?	16
COc1ccc(C2(O)CC3CCC(C2)N3c2nc(C)cc(C)c2C#N)cc1 (centres undefined)	3%	2	-27%	6%	-2.7	-2	-8%	?	4
COC(=O)c1cn(NC(=O)Cc2cccc(C(F)(F)F)c2)c(=O)c2ccccc12	4%	-12	9%[7.66 µM]	-3%	0.5	7	8%	-6%[7.66 µM]	-9
CCCCn1c2nc3ccccc3nc2c2c(=O)n(-c3ccccc3)cnc21	-17%	-8	-5%	10%	-5.0	0	-31%[57.1 µM]	5%	-7
COc1cc(C(=O)NC(=S)Nc2ccc(N3CCCC3)cc2)cc(OC)c1OC	-4%	2	-9%	-2%	-1.7	0	-2%	-14%	5
COc1cc(C2c3c(-c4ccccc4O)n[nH]c3C(=O)N2Cc2ccco2)cc(OC)c1OC (centres undefined)	-4%	5	?	-3%	-2.1	-2	-1%	3%	-4
COc1ccc(C)cc1NC(=O)C1CCN(C(=O)c2ccco2)CC1	-12%	-5	-6%	11%	-0.3	1	12%	12%	-12
O=C(c1cccs1)N1CCN(S(=O)(=O)c2ccc(F)cc2)CC1	-6%	-16	-2%	11%	-2.7	1	-4%	-18%	?
Cc1cc(NC(=O)COc2ccccc2)n(-c2ccccc2)n1	-10%	-12	0%	3%	-1.1	.	-8%	28%	-6
COc1ccc(S(=O)(=O)N(C)CC(=O)N2CCCCCC2)cc1	-10%	-5	-5%	4%	-0.9	-2	?	10%	-1
CCOc1ccc(N(CC(=O)Nc2ccccc2C(=O)NC(C)CC)S(C)(=O)=O)cc1 (centres undefined)	-2%	-2	8%[1.53 µM]	4%	-0.3	5	-3%[57.1 µM]	-19%	5
CCN(C(=O)CN1C(=O)NC(c2ccccc2)(c2ccc(C)c(C)c2)C1=O)C1CCS(=O)(=O)C1 (centres undefined)	6%	-1	-22%	-1%	0.3	0	-5%	?	1
CNc1nc(-c2ccc3c(c2)CCN3C(=O)CC(C)(C)C)c(C)s1	?	-1	0%	-2%	0.9	-3	-10%	?	-5
Cn1c(C(=O)OC(C(=O)NC2CCCC2)c2ccncc2)cc2sccc21 (centres undefined)	0%	4	-7%	6%	0.6	.	-4%	6%	9
COc1ccccc1OCc1cc(C(=O)NCc2ccc(N3CCCC3=O)cc2)no1	-11%	1	-1%	8%	-3.4	6	-9%	1%	-1
COCCCn1c(=O)c2ccccc2n(Cc2cccc(C)c2)c1=O	0%	2	8%	1%	0.5	-2	0%	?	8
CC[n+]1c(P(=O)([O-])c2ccccc2)[nH]c2ccccc21	-1%	3	-1%	1%	-1.3	.	5%	10%	19
CCS(=O)(=O)N1CCN(C(=O)c2ccco2)CC1	5%	0	-8%	4%	1.4	.	-5%	-3%	18
COC(=O)CSC1=C(C#N)C(=O)NC2(CCCCC2)S1	-9%	4	2%	-3%	9.4	?	?	5%	8
N#Cc1cc2c(nc1SCC(O)CS(=O)(=O)Cc1ccccc1)CCCC2 (centres undefined)	-3%	1	-16%	12%	-0.4	.	-5%	-15%	22
Cc1cc(Cl)ccc1OCC(=O)OCC(=O)Nc1ccc(F)c([N+](=O)[O-])c1	-8%	-8	-14%	6%	0.0	0	-31%[57.1 µM]	3%	-18
CC(C)C[C@H]1CNC(=S)N1C[C@H]1CCCN1C[C@H](CC(C)C)N1C[C@H](CC(C)C)N(CCc2ccccc2)C1=S	-4%	-3	3%	5%	-0.8	1	-12%	18%	-12
Cc1c(N2CCCC2)cc2c(c1NC(=O)c1ccccc1Cl)C(C)(C)CC2(C)C	-10%	2	15%	-9%	-3.9	3	-14%	?	32
Cc1ccccc1C(=O)NNC(=O)CCc1ccccc1	-2%	-6	4%	1%	-1.0	13	2%[57.1 µM]	-17%	16
O=C(NCC1COc2ccccc2O1)c1ccc(Cl)c(S(=O)(=O)N2CCCC2)c1 (centres undefined)	6%	1	-23%	-6%	-0.2	3	-2%	?	-17
COc1ccc(-c2ccc3c(c2)c(Sc2ccccc2)c(-c2ccccc2)n3C)cn1	1%	1	5%	-4%	1.4	19	4%	?	9
COc1cc(/C=C/C(=O)OCC(=O)Nc2ccc([N+](=O)[O-])cc2)ccc1O	-5%	5	-17%	-2%	0.6	-8	-11%	-31%	-11
CC1CCN(Cc2ccc(NC(=O)C3CCN(c4nnc(-n5cccc5)s4)CC3)cc2)CC1	-4%	-13	3%	-5%	-4.4	3	5%	?	?
COCCOc1cc(NC(=O)c2cccc(OC)c2)c(Cl)cc1Cl	-2%	0	4%	13%	2.9	-2	1%	-28%	2
CCN1CCc2c(sc(NC(=O)c3ccc(S(=O)(=O)N4CCCC4)cc3)c2C(=O)NC)C1	-7%	1	?	22%	-2.3	-4	-5%	43%[activator]	-12
CC(C)NC(=O)C1C(c2ccc(C(F)(F)F)cc2)=Nc2ccccc2N1C(=O)c1ccccc1 (centres undefined)	1%	2	39%[activator]	.	-0.9	-10	0%	?	-18
O=C(CSc1nnnn1Cc1ccccc1)Nc1ccc2c(c1)OCCO2	-17%	-1	5%	8%	-2.1	0	-4%	-12%	12
CN(Cc1ccccn1)C(=O)CC1C(=O)NCCN1Cc1cccc(Oc2ccccc2)c1 (centres undefined)	-30%	-10	0%	9%	-1.3	-1	-8%	12%	-14
CCN(CC)C(=O)CSc1nc2ccsc2c(=O)n1CCCC(=O)NCCc1ccc(S(N)(=O)=O)cc1	3.8µM*	-1	-6%	-2%	-0.8	-26	-3%	-3%	2
COc1ccc(CC(NC(C)=O)C(=O)NC2CCN(C(=O)c3ccc([N+](=O)[O-])cc3)CC2)cc1OC (centres undefined)	-2%	3	5%	-5%	-0.2	7	-6%	7%	10
Nc1ncc(S(=O)(=O)c2ccc([N+](=O)[O-])cc2)s1	?	21	-2%	10%	0.9	-4	9%	13%	-5
CN(c1ccc(C(=O)N2CCOCC2)cc1[N+](=O)[O-])C1CCCCC1	-11%	1	-1%	8%	-2.6	.	6%	0%	-60*
CC1(C)Nc2ccccc2C(=O)N1c1ccc(Br)cc1	3%	-1	14%	3%	-0.7	3	-2%	?	23
CCC(CO)Oc1cc(NC(=O)c2ccc(C)cc2)c2ncn(C(C)C)c2c1 (centres undefined)	5%	-20	-9%	9%	0.0	-10	1%	-15%	2
CC1CN(Cc2ccccc2)C(=S)N(c2ccccc2)C1=O (centres undefined)	1%	-27	8%	9%	0.0	-2	1%	-10%	1
O=C(Nc1cccc2ccccc12)N(CCO)C1CCS(=O)(=O)C1 (centres undefined)	-13%	4	3%	2%	2.1	6	-6%[57.1 µM]	6%	-12
O=c1c2ccccc2sc2ccc(Cl)cc12	-10%	0	-2%	-1%	-1.4	3	5%	14%	-14
COc1ccc(C(=O)Cc2ccc(F)cc2)c(OC)c1	-14%	-3	16%	12%	-0.1	1	-1%	5%	-27
O=C(Nc1ccc(C2SCCS2)cc1)c1ccccc1	6%	-4	-10%	10%	0.0	0	1%	-15%	1
The results go on.
SMILES	PLK1 PBD inh	D3 ag	GLP1R cytotox	GLP1R ag	IL-2 act	PI5P4Ka inh	WRN helicase inh	GLP-1R inv ag	DRD3 antagonist
COc1cccc(CNC(=O)C2CCCN(S(=O)(=O)c3c(C)noc3/C=C/N(C)C)C2)c1 (centres undefined)	-3%	-4	2%	-6%	1.1	1	-5%	-10%	-23
O=C1CCC(=O)N1OCCOc1ccc2c(c1)CCC2	1%	-7	0%	-2%	1.7	2	4%	-11%	18
CN(C)c1nc(N)nc(CSc2nnnn2-c2ccccc2)n1	1%	23	4%	-11%	-1.5	.	2%[11.6 µM]	50%[activator]	18
Cc1ccc([N+](=O)[O-])cc1NC(=O)CSc1nncn1-c1ccccn1	3%	1	-5%	5%	1.1	0	-1%	2%	11
Cc1nc2c(Cl)cccc2[nH]1	-5%	0	-14%	-3%	-1.6	-2	3%	4%	1
COc1ccc2c(-c3ccccc3)cc(SCC(=O)N(C)C3CCS(=O)(=O)C3)nc2c1 (centres undefined)	?	-1	4%	5%	0.9	2	1%	?	1
FC(F)(F)c1ccc(C2[C@H]3CN(Cc4ccc(-c5ccccc5)cc4)[C@H](c4ccccc4)C34CC2(c2ccccc2)C4)cc1 (some centres undefined)	8%	16	0%	-2%	1.1	3	-3%	0%	-8

Random excerpt: three records from the list, in no set order.
SMILES	PLK1 PBD inh	D3 ag	GLP1R cytotox	GLP1R ag	IL-2 act	PI5P4Ka inh	WRN helicase inh	GLP-1R inv ag	DRD3 antagonist
COc1cccc(CNC(=O)C2CCCN(S(=O)(=O)c3c(C)noc3/C=C/N(C)C)C2)c1 (centres undefined)	-3%	-4	2%	-6%	1.1	1	-5%	-10%	-23
COc1ccc2c(-c3ccccc3)cc(SCC(=O)N(C)C3CCS(=O)(=O)C3)nc2c1 (centres undefined)	?	-1	4%	5%	0.9	2	1%	?	1
CN(C)c1nc(N)nc(CSc2nnnn2-c2ccccc2)n1	1%	23	4%	-11%	-1.5	.	2%[11.6 µM]	50%[activator]	18

Compound activity deposited in PubChem by National Center for Advancing Translational Sciences (NCATS).
